# Screens as filed in PubChem BioAssay.
# M1 antag = antagonists of human M1 muscarinic receptor; P11229; CHO-K1 hM1, Fluo-8 calcium fluorescence, ACh EC80 antagonist; inhibition, % at 3 µM; actives 1.3% (n = 360,000);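 active means percent inhibition above its own plate's cutoff, namely the mean of that plate's compound wells plus 3 SD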;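 further: peak over basal fluorescence ratio during 140 s after agonist addition; 0% = ACh EC80 plus DMSO and 100% = DMSO alone without agonist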
# Target sequence (P11229 whole entry, looked up): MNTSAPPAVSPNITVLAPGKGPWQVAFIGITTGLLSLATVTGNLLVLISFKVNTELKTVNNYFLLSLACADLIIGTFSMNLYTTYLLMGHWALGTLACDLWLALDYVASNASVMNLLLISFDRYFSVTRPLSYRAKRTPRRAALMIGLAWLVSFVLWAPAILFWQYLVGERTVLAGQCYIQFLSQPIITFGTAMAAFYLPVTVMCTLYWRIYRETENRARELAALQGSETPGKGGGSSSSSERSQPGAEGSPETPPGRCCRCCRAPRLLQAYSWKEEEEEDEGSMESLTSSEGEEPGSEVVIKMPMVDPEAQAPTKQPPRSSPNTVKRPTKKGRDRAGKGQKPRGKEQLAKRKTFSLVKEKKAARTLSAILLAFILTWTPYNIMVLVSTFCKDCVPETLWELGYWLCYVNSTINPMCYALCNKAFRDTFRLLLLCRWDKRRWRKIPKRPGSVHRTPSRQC
# OXTR potentiator = potentiators of human oxytocin receptor; AID 2445; CHO-OTR cells, Fluo-8 calcium fluorescence, potentiator mode; 0% = oxytocin EC15, 100% = EC100; actives 0.061% (n = 320,000); activation, % at 3 µM;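 active means activation above that plate's cutoff, the mean activation of tested compounds plus 3 SD, cut at about 6.6% in these data, passing the limit was not always enough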;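 further: 100% uses oxytocin at 75 nM as the full agonist control; some results filed as inactive read as strong as hits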
# Target sequence (P30559 whole entry, looked up): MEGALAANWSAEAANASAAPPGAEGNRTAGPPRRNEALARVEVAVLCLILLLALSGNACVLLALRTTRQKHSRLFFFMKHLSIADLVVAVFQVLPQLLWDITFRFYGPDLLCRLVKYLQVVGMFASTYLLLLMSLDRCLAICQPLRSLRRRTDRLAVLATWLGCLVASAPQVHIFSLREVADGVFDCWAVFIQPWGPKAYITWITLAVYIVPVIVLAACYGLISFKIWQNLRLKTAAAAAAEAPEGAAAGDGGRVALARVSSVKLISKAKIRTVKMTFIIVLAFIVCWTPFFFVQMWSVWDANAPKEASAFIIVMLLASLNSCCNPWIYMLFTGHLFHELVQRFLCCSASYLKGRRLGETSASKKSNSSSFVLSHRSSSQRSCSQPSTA
#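 Material: CHO-OTR cells, human receptor; compound dosing: single dose, 3.0 µM nominal final compound concentration; schedule: 6 min compound pre-incubation at room temperature, 100 s kinetic read; measured by: kinetic Fluo-8 calcium fluorescence; read-out basis: % activation vs EC15 and EC100 oxytocin; controls: EC15 oxytocin alone as 0%, 75 nM oxytocin as 100%; replicates: singlicate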
# CHO-K1 Ca ag = M1 agonist counterscreen hit in parental CHO-K1 cells; Fluo-8 calcium fluorescence; scaled to maximal ATP response, vehicle zero; activation, % at 3 µM; actives 0.48% (n = 360,000); AID 602248; in the data active means activation above about 15%;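 further: untransfected CHO-K1 host cells lacking M1 receptor as counterscreen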
# TAAR1 antagonist = human TAAR1 antagonism | Q96RJ0 | CHO RD-HGA16 TAAR1, Fluo-8 calcium fluorescence, antagonist | inhibition, % at 3 µM | actives 1.5% (n = 360,000) | AID 624466;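 active means inhibition above a per-plate cutoff, the mean inhibition of test compounds on that plate plus 3 SD, cut at about 49% in these data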;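 further: 0% = DMSO plus EC80 beta-PEA response and 100% = DMSO alone without agonist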
#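 Test system – hTAAR1-expressing CHO RD-HGA16 cells, Gα16-coupled · Also added – β-PEA at EC80 concentration, post-compound challenge · Compound – 3 µM, single point · Incubation – dye loading 75 min at 37 °C, then 30 min room temperature · Measured by – Fluo-8 intracellular calcium dye fluorescence, real-time kinetic reads · Benchmarks – vehicle and agonist controls · Replicates – singlicate, one well per test compound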
# CHO parental Ca = counter-screen: ATP calcium response change in parental CHO cells; parental CHO-K1, ATP-induced calcium, Fluo-8 fluorescence; inhibition, % at 5.6 µM; actives 0.63% (n = 330,000);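 active means inhibition above that plate's mean sample inhibition plus 3 SD, cut at about 26% in these data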;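 further: 0% = ATP-challenged DMSO wells and 100% = DMSO wells without ATP; some compounds past the cut are filed as inactive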
#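 Assay system – parental CHO cells · Reagent – ATP stimulus · Detection – intracellular calcium via Fluo-8 no-wash fluorescent dye · Evaluation – percent inhibition of ATP-evoked calcium rise, normalized to controls · Controls – ATP wells versus no-ATP DMSO wells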
# CHO-K1 Ca antag = nonselective inhibitor or artifact in parental CHO-K1 cells. AID 602250. inhibition, % at 3 µM. actives 0.6% (n = 360,000). ATP-induced calcium, Fluo-8 fluorescence;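 active means inhibition above a per-plate cutoff, the plate's mean sample inhibition plus 3 SD, cut at about 24% in these data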;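 further: 0% = DMSO plus EC80 ATP and 100% = DMSO alone without ATP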
# CHRM1 agonist = agonists of human M1 muscarinic receptor; P11229; CHO-K1 hM1, Fluo-8 calcium fluorescence, agonist mode; 0% DMSO, 100% acetylcholine EC100; actives 0.33% (n = 360,000); activation, % at 3 µM;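 active means activation above the run's mean compound activation plus 3 SD, cut at about 16% in these data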;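 further: peak over basal fluorescence ratio within a 140 s kinetic read after compound addition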
# M1 PAM parental = counter-screen for M1 PAMs: effect in parental CHO-K1 cells. ATP EC20, Fluo-8 calcium fluorescence; 0% at ATP EC20, 100% at ATP max. activation, % at 3 µM. actives 0.02% (n = 360,000). AID 602247;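 active means activation above the run cutoff, the mean activation of all test compounds plus 3 SD, cut at about 40% in these data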;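 further: peak over basal fluorescence ratio in a 140 s read after ATP addition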
# TAAR1 ag = human TAAR1 agonism. activation, % at 3 µM. Q96RJ0. AID 624467. actives 0.99% (n = 360,000). CHO RD-HGA16 TAAR1, Fluo-8 calcium fluorescence; vehicle wells 0%, saturating PEA agonist 100%;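 active means activation above the mean activation of all test compounds in the run plus 3 SD, cut at about 38% in these data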
#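 System: CHO-derived RD-HGA16 cells with stable Gα16 and human TAAR1 / Times: 17-24 h plating, Fluo-8 75 min 37 °C, 30 min RT / Technique: calcium-sensitive Fluo-8 signal, excitation 470-495, emission 515-575 nm / Measure: % activation relative to PEA EC100 response / Benchmarks: DMSO and PEA EC100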
# * marks the source's active call; other numbers are inactive results; · = no result given.
SMILES,M1 antag,OXTR potentiator,CHO-K1 Ca ag,TAAR1 antagonist,CHO parental Ca,CHO-K1 Ca antag,CHRM1 agonist,M1 PAM parental,TAAR1 ag
O=C(NCCCO)C(=O)NCCc1ccc(Cl)cc1,-8,4,0.9,1,-3,-11,-3,9,12
Cc1nn(CC(=O)NNC(=S)NCC2CCCO2)c(C)c1Br (configuration not stated),-10,2,0.1,-28,-9,1,0,-9,2
O=C(Nc1ccc(C(=O)N2CCCCC2)cc1)c1ccccc1Cl,21,-1,0.3,-7,-11,-1,-1,-25,1
CC(=O)c1ccc(NC(=O)COC(=O)C2CC3C=CC2C3)cc1 (configuration not stated),-7,-8,2.1,16,15,-6,-2,2,9
O=C(Nc1cnn(Cc2ccc(Cl)cc2)c1)c1cnccn1,-1,-10,1.9,5,-4,-13,-5,27,9
Cc1ccc(C)c(NC(=O)CN(C)C(=O)c2cc3c(s2)CCCCC3)c1,4,-6,3.9,0,23,-17,1,13,0
COc1ccccc1NC1=NC2(CCCC2)N=C(N)N1,-11,-6,0.0,6,-6,-8,-9,3,13
COC(=O)C1=C(C(=O)OC)[C@@H]2N(C)c3ccc(OC)cc3[C@@]23C[C@@H](C(=O)OC)N=C3N1,-14,-7,0.0,4,-7,-3,-2,15,1
COCCNC(=O)c1ccc(NC(C)=O)cc1,-8,-7,-0.2,-9,-15,-6,-2,3,3
Nc1ccc(S(=O)(=O)NNC(=O)C(=O)NNc2ccccn2)cc1,-13,0,0.7,-16,-8,-7,-4,16,2
COc1ccc(OC)c(CCNC(=O)Cc2ccc(NC(=O)C3=C(C)OCCS3)cc2)c1,-7,·,0.5,-14,·,-8,-5,13,-1
Cc1ccc(-n2cnc(N)c2C(=O)c2cccc([N+](=O)[O-])c2)cc1,0,-9,1.4,19,-12,-9,-7,10,1
Cn1nc(C(F)(F)F)c2cc(C(=O)Nc3ccc(F)cc3)sc21,5,0,4.2,-41,-31,-6,-2,3,3
Clc1ccc(SCCCN2CCCCC2)cc1,33*,-1,0.7,-9,-11,-11,-6,0,4
CCC(=O)N(Cc1ccco1)c1nc(-c2ccccc2)cs1,0,-10,0.2,-6,-15,2,-4,1,28
Cc1ccc(N2C(=O)CC(Cn3nc(C)cc3C)C2=O)cc1 (configuration not stated),-26,-2,-0.1,-3,0,6,-3,0,4
COc1cccc2cc(C(=O)N(Cc3ccccc3)CC3CCCO3)c(=O)oc12 (configuration not stated),-6,-5,1.9,7,-19,-5,-3,13,9
Cc1c(C(=O)NCCC2=CCCCC2)cccc1[N+](=O)[O-],-12,-9,0.0,1,-11,4,-4,-3,0
O=C(N/N=C/C1CCCCC1)c1ccccc1-n1cccc1,-11,-16,1.3,-25,-4,1,-3,12,-1
CC1CCCC/C1=N\Nc1ccc(S(N)(=O)=O)cc1[N+](=O)[O-] (configuration not stated),2,-9,0.1,-9,-6,-10,-5,8,-1
CC1=NN(C(=O)c2ccccc2Cl)C(O)(c2cccnc2)C1 (configuration not stated),-4,-1,0.3,-4,-9,-8,-4,9,9
NS(=O)(=O)c1ccc(NC(=O)COc2ccc(Cl)cc2)cc1,1,-21,1.2,16,7,-12,-2,8,5
O=C(NC1CC1)C1=C[C@@H](c2ccc3c(c2)OCO3)C[C@@H](OCc2ccc(CO)cc2)O1,-5,-7,0.7,4,-13,-11,-8,4,17
CC(/C=C/c1ccc(N(C)C)cc1)=N/N=C1/NC(=O)CC(C(=O)Nc2ccc(Cl)cc2)S1 (configuration not stated),2,-3,0.4,30,-2,2,-3,16,5
CC(OC(=O)C1CC1)C(=O)Nc1ncc(Cl)cc1Cl (configuration not stated),4,-3,0.7,-11,-15,-3,-2,10,10
SMILES,M1 antag,OXTR potentiator,CHO-K1 Ca ag,TAAR1 antagonist,CHO parental Ca,CHO-K1 Ca antag,CHRM1 agonist,M1 PAM parental,TAAR1 ag
O=C(Nc1cc(C(F)(F)F)ccc1N1CCOCC1)C1=COCCO1,-11,6,0.3,-3,-16,1,-4,5,0
COC(=O)N[C@@H]1C[C@H]2[C@@H]3CC[C@H]4C[C@@H](OC)CC[C@]4(C)[C@H]3CC[C@@]12C,3,-6,0.1,34,-19,-16,-8,4,9
O=C(CP(=O)(c1ccccc1)c1ccccc1)Nc1nc2ccccc2s1,-2,-3,2.8,20,-21,-11,-1,5,11
COc1ccc(-c2cn[nH]c2N)c(OC)c1,-7,-6,2.0,10,-16,-10,-6,17,7
CCn1nc(NS(=O)(=O)c2cccc3nonc23)c2cc3ccc(C)cc3nc21,-2,-5,0.5,·,-13,-6,-2,-2,·
COc1cccc([C@@H]2CC=C(C(=O)O)[C@H](c3ccc(F)cc3)N2S(=O)(=O)c2ccc(C)cc2)c1,13,-14,-0.1,8,-9,-7,-8,7,11
N#C/C(=C\c1ccc(-c2ccc(C(=O)O)cc2)o1)C(=O)Nc1ccc(F)cc1,2,-13,1.9,70*,-5,0,-1,7,22
Cc1csc(SCCn2c(N3CCN(c4ccccc4)CC3)nc3c2c(=O)[nH]c(=O)n3C)n1,14,0,3.8,54*,-8,1,0,14,16
CCCOc1ccc(Br)cc1CSC(=N)N,26*,-18,36*,50*,14,21,-3,0,80*
COc1cc(NC(=O)CN2C(=O)C(C)N(c3ccc(C)cc3)C2=O)cc(OC)c1 (configuration not stated),-6,-6,1.2,-14,-14,2,-3,-2,-1
CN(CC(=O)Nc1ccc2c(c1)OCCO2)S(=O)(=O)c1cccc2cccnc12,-15,0,3.0,35,0,-2,1,23,10
CCCc1ccc2oc(C(=O)N3CCN(c4cnccn4)CC3)c(C)c2c1,7,-9,3.2,-19,-40,-6,8,16,0
CCOC(=O)C1=CN(Cc2cccc(F)c2)S(=O)(=O)N(CC)C1c1ccc(C(F)(F)F)cc1 (configuration not stated),17,·,0.7,9,2,-11,-3,3,4
O=C(c1cc([N+](=O)[O-])ccc1N1CCCCC1)N1CCc2ccccc21,7,-3,-0.7,-2,-23,-7,-9,16,4
CCOc1ccc(S(=O)(=O)c2c[nH]c3ccccc3c2=O)cc1,-4,0,1.0,8,-16,-15,-4,10,-1
c1ccc(-c2nnc3sc(-c4cc5ccccc5o4)nn23)cc1,14,-10,0.6,9,-34,-2,-1,-14,0
COc1ccccc1NC(=O)c1cc2ccc(O)cc2o/c1=N\O,2,-17,1.9,42,-7,8,-1,6,8
O=C1CSC(=S)N1c1ccc(F)c(Cl)c1,23,-23,9.8,5,25,9,3,-4,10
COc1ccc(CN2CCC(n3nccc3NC(=O)C3CCCC3)CC2)cc1,-8,12,0.6,-21,-24,3,-2,-9,1
CC(=O)c1cccc(NC(=O)CC2S/C(=N/N=C/c3cccs3)NC2=O)c1 (configuration not stated),3,-4,0.5,16,-4,2,-9,9,-1
CCC1S/C(=N/N=C/c2cccs2)NC1=O (configuration not stated),3,-3,-0.6,1,-8,4,-3,-7,2
O=C(Nc1ccc(CN2CCS(=O)(=O)CC2)cc1)c1ccccc1,0,-3,3.2,-10,-8,6,-1,-10,0
Cn1cnnc1SCC(=O)Nc1ccc(Cl)cn1,-14,-11,-0.4,-4,4,33*,-2,-16,-1
Cc1cc(C(=O)Nc2cccc(O)c2)c(C)o1,0,-1,-0.3,0,0,-6,-3,6,50*
CC1Cc2ccccc2N1C(=O)CN(C)CC(=O)Nc1cccc(F)c1 (configuration not stated),14,-6,0.2,8,-14,-8,-3,16,0
SMILES,M1 antag,OXTR potentiator,CHO-K1 Ca ag,TAAR1 antagonist,CHO parental Ca,CHO-K1 Ca antag,CHRM1 agonist,M1 PAM parental,TAAR1 ag
C(=N\n1cnnc1)/c1ccc(OCc2cccc3ccccc23)cc1,-3,-16,1.8,13,-13,-16,-1,19,24
Cc1ccc(C(=O)NNC(=O)c2ccc(S(=O)(=O)N(C)c3ccccc3)cc2)cc1,-1,·,1.9,-9,·,3,-1,6,0
CCn1cc(CN2CCN(Cc3ccc(C)o3)C(CCO)C2)c2ccccc21 (configuration not stated),-8,-2,0.8,3,-16,-14,-8,17,1
COc1ccc(NCc2nnc(SCC(=O)Nc3ccccc3)n2C)cc1,-4,-5,0.9,5,-7,-3,-7,16,0
Cc1cc(/C=C2/C(=N)N3C(=NC2=O)SN=C3S(C)(=O)=O)c(C)n1-c1ccccc1,8,-10,0.8,29,-5,4,-6,14,-2
COC(=O)c1cc(=O)n(Cc2cccs2)c(=Nc2ccccc2)s1,-17,-2,0.6,-31,-13,-12,-2,11,0
Cc1ccccc1-n1nc(C)c2c(C(=O)NN)cc(-c3ccncc3)nc21,7,-19,-0.5,8,-13,-14,0,10,5
COc1ccc(S(=O)(=O)N2CCN(C(=O)C3CCC3)CC2)cc1,-20,-4,1.3,-11,2,3,-1,-13,1
CCOC(=O)C1=C(CP(=O)(c2ccccc2)c2ccccc2)NC(=O)NC1c1ccc(OC)cc1 (configuration not stated),-16,1,-0.4,4,-16,3,-2,5,4
CCOC(=O)c1sc2nc3c(SCC(=O)O)cc(C(=O)c4ccccc4O)cn3c(=O)c2c1C,0,6,1.0,-19,-14,-9,-1,9,0
Cc1ccc(NC(=O)C2(C)CCN2C(=O)C2(c3ccc(Cl)cc3)CC2)cc1 (configuration not stated),3,·,-0.3,12,·,-2,2,4,-2
CC(C)C(=O)NC(=S)Nc1ccc(S(=O)(=O)N2CCN(C)CC2)cc1,1,-8,0.0,-4,-7,-2,-1,-1,1
COc1ccc2oc(N)nc2c1,-13,·,0.3,-17,·,4,2,-13,3
COc1ccc(C(=O)NC(=S)NNC(=O)c2ccc(NC(C)=O)cc2)cc1Br,-5,-2,-0.2,-7,-23,2,-10,6,10

# 5 successive entries already listed, for reference:
SMILES,M1 antag,OXTR potentiator,CHO-K1 Ca ag,TAAR1 antagonist,CHO parental Ca,CHO-K1 Ca antag,CHRM1 agonist,M1 PAM parental,TAAR1 ag
CCOC(=O)c1sc2nc3c(SCC(=O)O)cc(C(=O)c4ccccc4O)cn3c(=O)c2c1C,0,6,1.0,-19,-14,-9,-1,9,0
Cc1ccc(NC(=O)C2(C)CCN2C(=O)C2(c3ccc(Cl)cc3)CC2)cc1 (configuration not stated),3,·,-0.3,12,·,-2,2,4,-2
CC(C)C(=O)NC(=S)Nc1ccc(S(=O)(=O)N2CCN(C)CC2)cc1,1,-8,0.0,-4,-7,-2,-1,-1,1
COc1ccc2oc(N)nc2c1,-13,·,0.3,-17,·,4,2,-13,3
COc1ccc(C(=O)NC(=S)NNC(=O)c2ccc(NC(C)=O)cc2)cc1Br,-5,-2,-0.2,-7,-23,2,-10,6,10
